NPYLR7 ag – mosquito NPYLR7 agonism; 0.15% of 270,000 active; HEK293T NPYLR7/Galpha15, GCaMP6s calcium fluorescence; activation, % at 10 µM; in the data active means activation above about 40%;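 further: 0% = vehicle and 100% = reference agonist at the receptor; some compounds past the cut are filed as inactive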
mcGAS inh – blocks mouse cGAS activity; AID 1259399; inhibition, % at 12.5 µM; 0.15% of 160,000 active; recombinant cGAS, Kinase-Glo ATP depletion luminescence;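 further: 0% = negative control wells and 100% = reference inhibitor with no enzyme activity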
hcGAS inh – human cGAS inhibition; AID 1259398; 0.081% of 290,000 active; inhibition, % at 12.5 µM; recombinant h-cGAS, ATP depletion, Kinase-Glo luminescence; Q8N884;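 further: 0% = vehicle reaction and 100% = reaction without DNA for no activity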
Target sequence (Q8N884 whole entry, looked up): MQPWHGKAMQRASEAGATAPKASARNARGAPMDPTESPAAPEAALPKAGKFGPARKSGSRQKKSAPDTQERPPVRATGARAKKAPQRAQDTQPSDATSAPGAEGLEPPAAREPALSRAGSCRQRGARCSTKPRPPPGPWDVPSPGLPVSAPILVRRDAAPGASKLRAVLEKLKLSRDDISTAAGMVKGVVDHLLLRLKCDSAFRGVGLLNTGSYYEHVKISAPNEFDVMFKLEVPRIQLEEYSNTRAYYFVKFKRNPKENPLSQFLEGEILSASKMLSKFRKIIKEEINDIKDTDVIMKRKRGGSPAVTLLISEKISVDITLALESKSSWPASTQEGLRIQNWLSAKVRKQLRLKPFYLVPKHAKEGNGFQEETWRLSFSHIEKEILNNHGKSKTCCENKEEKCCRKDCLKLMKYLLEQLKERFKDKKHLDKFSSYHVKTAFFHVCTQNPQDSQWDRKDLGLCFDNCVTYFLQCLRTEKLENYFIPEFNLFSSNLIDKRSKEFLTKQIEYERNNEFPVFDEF
The depositor's hits bear a star; nt = no result given. Unless noted, no stated cut-off is given here; in the data, active means inhibition above about 40%; inactive means the rest.

| molecule | NPYLR7 ag | mcGAS inh | hcGAS inh |
| --- | --- | --- | --- |
| CCn1c(=O)c(C(=O)N2CCOCC2)nn(-c2ccc(C)c(Cl)c2)c1=O | 11 | -3 | -3 |
| CCOC(=O)C1=C(C)OC(=N)C(C#N)C1c1ccc(O)cc1 (stereo unspecified) | -3 | nt | 0 |
| COCC(O)CN(C)C(C)C(=O)Nc1ccc(Cl)c(C(F)(F)F)c1 (stereo unspecified) | 1 | nt | 9 |
| COc1ccccc1C(C)NCc1csc(-c2ccsc2)n1 (stereo unspecified) | 6 | nt | 2 |
| Cc1ccc(C)c(CC(=O)N2C[C@@H](C(=O)O)C[C@@H](C(=O)N3CCCC3)C2)c1 | 4 | -14 | -5 |
| CN(Cc1ccc(N2CCCCC2)cc1)C(=O)c1ccc(=O)[nH]c1 | 10 | nt | -16 |
| CCc1ccc(CN2CCC(c3n[nH]c(=O)n3-c3ccccc3)CC2)nc1 | -1 | nt | -7 |
| O=C1c2ccccc2C(O)(c2ccccc2)N1Cc1ccccc1Cl (stereo unspecified) | -5 | nt | -6 |
| O=C(CC1C(=O)NCCN1C1Cc2ccccc2C1)NCCN1CCOC1=O (stereo unspecified) | nt | -11 | -8 |
| COc1ccc(S(=O)(=O)Nc2ccc(N(C)C)c(CN(Cc3ccco3)C(=O)c3cccc(F)c3)c2)cc1 | 11 | -6 | -4 |
| Fc1cccc(-c2nc(CN3CCCC3c3ccsc3)co2)c1 (stereo unspecified) | 1 | nt | -7 |
| COc1cccc(CC2CN(C(=O)Nc3cccs3)CCO2)c1 (stereo unspecified) | -7 | nt | 2 |
| C=CCNC(=O)COc1cccc2c(=O)n(CCOC)ccc12 | 0 | -8 | -7 |
| Cc1cnc(CNC(=O)c2cnn(C(C)C)c2)cn1 | 23 | nt | -4 |
| Cc1ncc(CC(=O)N2CCc3[nH]nc(-c4ccccc4F)c3C2)c(=O)[nH]1 | 27 | -17 | -6 |
| Cc1ccncc1C(=O)NC1CC(=O)N(CCc2ccc(F)cc2)C1 (stereo unspecified) | -3 | nt | -2 |
| COc1ccc2c(c1)C(NC(=O)c1cccnc1)CC(C)(C)O2 (stereo unspecified) | 1 | -22 | -5 |
| CCc1nc(SCC(=O)NCc2snnc2C(C)C)n[nH]1 | 25 | -12 | -5 |
| [O-][n+]1c2ccc3nonc3c2nn1-c1cc(Cl)cc(Cl)c1 | 4 | -7 | -4 |
| Cc1ccc(C2(C)NC(=O)N(CC(=O)NC3CCCCCCC3)C2=O)cc1 (stereo unspecified) | 6 | nt | -5 |
| COc1ccc(N2CCN(C(=O)C3CC3)C(C)C2=O)cc1OC (stereo unspecified) | -8 | -5 | -6 |
| O=C1CN(C(=O)COC(=O)C2(c3ccc(Cl)cc3Cl)CCOCC2)CCN1 | 6 | nt | -11 |
| CCN(CCn1cccn1)C(=O)c1cc(COc2cccc3cccnc23)on1 | 2 | nt | -5 |
| CCn1c(CC2CCN(S(=O)(=O)c3cccs3)CC2)nn(C)c1=O | 4 | nt | -2 |

In the list so far, these have four or more nitrogen atoms.
| molecule | NPYLR7 ag | mcGAS inh | hcGAS inh |
| --- | --- | --- | --- |
| CCn1c(=O)c(C(=O)N2CCOCC2)nn(-c2ccc(C)c(Cl)c2)c1=O | 11 | -3 | -3 |
| CCc1ccc(CN2CCC(c3n[nH]c(=O)n3-c3ccccc3)CC2)nc1 | -1 | nt | -7 |
| O=C(CC1C(=O)NCCN1C1Cc2ccccc2C1)NCCN1CCOC1=O (stereo unspecified) | nt | -11 | -8 |
| Cc1cnc(CNC(=O)c2cnn(C(C)C)c2)cn1 | 23 | nt | -4 |
| Cc1ncc(CC(=O)N2CCc3[nH]nc(-c4ccccc4F)c3C2)c(=O)[nH]1 | 27 | -17 | -6 |
| CCc1nc(SCC(=O)NCc2snnc2C(C)C)n[nH]1 | 25 | -12 | -5 |
| [O-][n+]1c2ccc3nonc3c2nn1-c1cc(Cl)cc(Cl)c1 | 4 | -7 | -4 |
| CCN(CCn1cccn1)C(=O)c1cc(COc2cccc3cccnc23)on1 | 2 | nt | -5 |
| CCn1c(CC2CCN(S(=O)(=O)c3cccs3)CC2)nn(C)c1=O | 4 | nt | -2 |

Carrying on.
| molecule | NPYLR7 ag | mcGAS inh | hcGAS inh |
| --- | --- | --- | --- |
| COc1ccc(C(=O)N2CC(C)(C)SC23C(=O)Nc2ccc(OC)cc23)cc1 (stereo unspecified) | 3 | -6 | -9 |
| O=[N+]([O-])c1cccc(C2c3cccn3CCCN2Cc2cc([N+](=O)[O-])ccc2Cl)c1 (stereo unspecified) | 1 | -2 | 1 |
| CNc1nc2cnc(-c3ccccc3C)cc2n1-c1cccc(F)c1 | 10 | -8 | -4 |
| CCNC(=O)NC1CCN(c2ccccc2C(=O)NCCc2ccccc2)CC1 | 16 | -5 | -3 |
| Cc1ccc(C(=O)N2CCC3(CC2)OCC(C(=O)N2CCCC2)N3C(=O)c2ccco2)cc1 (stereo unspecified) | 0 | -6 | -4 |
| COc1ccc(S(=O)(=O)NC(=O)C2(C)CCN2C(=O)Cc2cc(F)ccc2F)cc1OC (stereo unspecified) | 2 | nt | -11 |
| O=C(CN1CCN(S(=O)(=O)c2ccc(F)cc2F)CC1)Nc1ccc(N2CCCC2)cc1 | 6 | nt | -5 |
| COCc1cc(=O)n2[nH]c(-c3cccc(Br)c3)cc2n1 | -4 | nt | -6 |
| Cn1nc(N2CCC(NC(=O)C3(C)CCCCC3)C2)ccc1=O (stereo unspecified) | nt | 1 | 7 |
| CCCN(CC(=O)N1CC(=O)N(c2cccc(C)c2)C1)C(=O)c1ccc(Cl)c(Cl)c1 | 5 | -7 | 0 |
| c1cc2c(cc1-c1ccc3[nH]ncc3c1)OCCO2 | 0 | nt | -4 |
| Cc1cc(C)n(-c2cccc(CN(C)C(=O)Cc3ccccc3O)c2)n1 | 0 | nt | -3 |
| COCCn1c(=O)[nH]c(=O)c2c3c(cnc21)C(=O)CC(c1ccc(Cl)cc1)C3 (stereo unspecified) | 0 | -5 | -7 |
| COc1ccc(OC)c(CNC(=O)Nc2nc(C)n(C)n2)c1 | 6 | nt | -4 |
| CCOC(=O)C1CCCCN1C(=O)C1CCN(c2ncccn2)CC1 (stereo unspecified) | 11 | -16 | -10 |
| Cc1ccc(CN2CCN(N=CC(Br)=Cc3ccccc3)CC2)c(C)c1 | -4 | -5 | -9 |
| Cc1ccccc1-c1nc(OC(C)C)nn1-c1ccc(NC(=O)C(c2ccccc2)c2ccccc2)cc1 | 14 | -6 | -9 |
| c1cc(-c2nc3c(c(NC4COC5(CCCCC5)C4)n2)CNC3)ccn1 (stereo unspecified) | 29 | -18 | -3 |
| Cc1ccc(OCCN(C)C(=O)c2ccc(Cn3nnnc3C)cc2)c(C)c1 | -3 | nt | -7 |
| CCOC(=O)C1(C)CCCN1C(=O)c1cccc(OC)c1 (stereo unspecified) | -4 | nt | -16 |
| CCOC(=O)c1sc2nc(C)nc(SC(C)C(N)=O)c2c1C (stereo unspecified) | 5 | nt | -6 |
| CCOC(=O)C1CCN(C(=O)CSc2nc3ccccc3c(=O)n2-c2ccc(C)c(C)c2)CC1 | -2 | -4 | -5 |
| Cc1ccc(CNC(=O)c2nnn(CC(=O)Nc3ccc(C)cc3C)c2N)cc1 | -8 | -7 | -5 |
| O=C(CC1=CCCCC1)N1CCc2c(sc3[nH]c(=O)n(Cc4ccccc4)c(=O)c23)C1 | -11 | 0 | 1 |

Remaining list, next part:
The line under a structure holds: NPYLR7 ag	mcGAS inh	hcGAS inh
COc1ccc(-c2noc(CSc3nnc(-c4ccc5c(c4)OCO5)o3)n2)cc1OC
  5	nt	-5
O=C(c1cc2nc(-c3ccccc3)cc(C(F)(F)F)n2n1)N1CCCCC1
  5	-4	0
C#CCN1CCCCC1C(=O)NN=C1N=NC(C)C(=O)N1 (stereo unspecified)
  3	nt	4
Cc1ccccc1-n1ncc2c(C(C)C)nn(Cc3ccccc3F)c(=O)c21
  6	nt	-5
CCOc1nc(-c2ccccc2F)n(-c2ccc(NC(=O)CCCCl)cc2)n1
  8	-5	-6
O=C(NC1CC1)c1cc2c(s1)CS(=O)(=O)C2
  5	-4	-8
Cc1ccsc1[C@@H]1CCN(C(=O)c2cccc(=O)[nH]2)C[C@H]1O
  0	-15	2
CC(C)C(C(=O)O)N1C(=O)C2C3c4ccccc4C(Br)(c4ccccc43)C2C1=O (stereo unspecified)
  -7	nt	-6
COc1ccc(CCNC(=O)N2CCC(C(N)=O)CC2)c(OC)c1
  5	nt	-4
COC(=O)c1cc2n(n1)CCN(C(=O)c1nn3cc(C)cnc3c1Cl)C2
  15	nt	-9
Cc1nc(C)c(C(=O)OCC(=O)c2cc(C)n(C3CC3)c2C)s1
  -2	-5	-7
O=C(C1CCCC1)N1CCN(Cc2cccc(-c3noc(-c4ccccc4)n3)c2)CC1
  nt	-8	-10
CCCCC1C(=O)N(C)CCN1Cc1ccc(O)c(O)c1 (stereo unspecified)
  -3	nt	-6
O=C(Nc1ccccc1OC(F)F)C12CC3CC(CC(O)(C3)C1)C2
  9	nt	-5
Cn1cnnc1SCC(=O)Nc1sc2c(c1C(N)=O)CCC2
  0	4	4
Cc1cc(C(=O)Nc2nnc(C3CC3)s2)c(C)n1C1CC1
  -23	nt	-1
COc1cccc(N2C(=O)CSC2c2cccc(NC(=O)CSc3ccccc3)c2)c1 (stereo unspecified)
  18	-4	-5
CCOc1cc2c(C#N)c(N(CC(C)C)CC(C)C)nc(N)c2c(N)n1
  12	nt	-7
FC(F)(F)c1cc(-c2ccco2)nc(NCc2ccco2)n1
  -1	nt	0
Nc1nc(-c2ccc(Oc3ccccc3)cc2)cs1
  -4	-7	-6
CC(=O)Oc1c(-c2ccc(NC(=O)c3ccc(C(F)(F)F)cc3)cc2)c(-c2cccc(N(C)C)c2)nn1-c1ccc(F)cc1
  4	-7	-12
O=C(O)C1COC2(CCN(C(=O)c3ccc4c(c3)OCO4)CC2)N1C(=O)c1ccco1 (stereo unspecified)
  -11	0	-2
Nc1c(C(=O)CSc2ccc3ccccc3n2)c(=O)[nH]c(=O)n1C1CC1
  4	nt	-4
CN1CCC(NS(=O)(=O)Cc2ccc(Cl)c(Cl)c2)CC1
  6	nt	-19
Cc1cccc(COC(CN2CCN(S(=O)(=O)c3ccccc3C(F)(F)F)CC2)c2ccc(Cl)cc2)c1 (stereo unspecified)
  24	-6	-2
COc1ccc(C2c3ccsc3CCN2C(=O)CN(C(=O)COCc2ccccc2)C2CC2)cc1 (stereo unspecified)
  8	-5	-8
COc1c(I)cc(I)c(OC)c1OC
  -5	nt	-6
N#Cc1oc2ccccc2c1NC(=O)CSc1ccc2c(c1)CCC2
  6	nt	0
COc1ccc(-c2nnc3ccc(OCCNC(=O)C(C)C)nn23)cc1OC
  8	1	1
O=C(c1cccs1)N1N=C(c2ccc3c(c2)OCO3)CC1c1ccco1 (stereo unspecified)
  -2	-7	-4
CCc1ccc(NC(=O)N2CCC3(CC2)C(=O)N(CC(=O)NCc2cccc(C(F)(F)F)c2)CN3c2ccccc2)cc1
  20	-5	-8
COc1ccc2nc(-n3nc(C)cc3NC(=O)c3cc(C)nn3C)sc2c1
  -8	-13	-6
O=C(c1ccco1)N1CCN(Cc2nc(Cc3cccc(C(F)(F)F)c3)no2)CC1
  6	-16	-5
COC(=O)Cn1c(=O)c2c(nc3n(-c4ccc(N(C)C)cc4)c(C)c(C)n23)n(C)c1=O
  1	-8	-2
O=c1c2cnc(N3CCCC3)nc2ccn1-c1ccc(F)cc1
  -1	-10	-13
Cn1nc(C2CCN(C(=O)N3CCCC3)CC2)n(Cc2ccccc2)c1=O
  nt	-13	-9
CCOc1ccc(N(CC(=O)NCCSc2ccccn2)S(=O)(=O)c2ccc(SC)cc2)cc1
  -6	-4	-4
Cc1ccc(N2CCn3c(SCc4ccccn4)nnc32)cc1
  3	-10	-6
CC(C)NC(=O)C1(C)CCCCCN1C(=O)c1ccc(-c2ccccc2)cc1 (stereo unspecified)
  -7	-3	-5
O=C(NCc1ccccc1)c1nn(-c2ccc(F)cc2)c2c1CCC2
  1	nt	-6
Cc1nnc(SCCn2c(N3CCCC(C)C3)nc3c2c(=O)[nH]c(=O)n3C)s1 (stereo unspecified)
  nt	-7	-6
NC(=O)CSc1nnc2ccc(-c3ccccc3)nn12
  -11	-7	-4
COc1cc(CNC(=O)CCCC/C=C\C(C)C)ccc1O
  -9	nt	0
O=C(CN1CCCC1c1ccccc1)Nc1cc(F)cc(F)c1 (stereo unspecified)
  3	-5	-3
COc1ccc(-c2noc(-c3cccn(CC(=O)Nc4cc(C)cc(C)c4)c3=O)n2)cc1OC
  nt	-10	-4
Cc1ccc(-c2nc3cccc(C)n3c2NC(C)(C)C)cc1
  -7	-4	-3
C=CCOC(CN1CCN(C(=O)c2cccc(Cl)c2)CC1)c1cccc(OC)c1 (stereo unspecified)
  nt	-6	-11
COCC(=O)N(Cc1cc(Cl)ccc1OS(=O)(=O)c1ccc(OC)cc1)C(C)C
  nt	-5	-3
Cc1cc(C)cc(CC(=O)N2CCC2(C)C(=O)Nc2ccc3c(c2)OCO3)c1 (stereo unspecified)
  12	-5	-8
COCCNC(=O)c1coc(CN(Cc2cccc(C(F)(F)F)c2)C(C)C(C)C)n1 (stereo unspecified)
  13	-3	-4
CC1CCN(c2ccc(NC(=O)Nc3cccc(F)c3)cc2C(=O)NC2CCCCC2)CC1
  nt	-4	-10
O=C1OC(C(=O)N2CCc3ccccc32)Cc2ccccc21 (stereo unspecified)
  7	nt	-2
CCN1CCN(C(=O)c2ccc(N3CCC(N(C)CCOc4ccc(C)cc4)CC3)cc2)CC1
  30	-9	-7

Bioassay records (PubChem)
